# PP5 inh = blocks human protein phosphatase 5 activity | inhibition, % at 6.7 µM | purified PP5c, OMFP substrate fluorescence | P53041 | actives 0.18% (n = 320,000);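 active means inhibition above the campaign's mean inhibition across all tested compounds plus 3 SD, cut at about 9.5% in these data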;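 further: 0% = DMSO only and 100% = 100 µM cantharidin control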
# TPT1 inh = inhibitors of Candida albicans tRNA 2'-phosphotransferase TPT1; recombinant caTPT1, FP RNA substrate dephosphorylation; inhibition, % at 5 µM; actives 0.81% (n = 300,000);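 active means inhibition above the mean of all tested compounds plus 3 SD, set per screening campaign, cut at about 24% in these data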;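 further: plate controls were DMSO alone for no effect and ferristatin control at 100 nM for full effect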
# JMJD2C inh = human JMJD2C demethylase inhibition | Q9H3R0 | GST-JMJD2C(1-420) H3K9me3 demethylation, DELFIA europium | actives 0.069% (n = 330,000) | inhibition, % at 2.35 µM | AID 2099;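 active means more than half of a compound's replicate wells show inhibition beyond 50%, single wells judged on their own value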;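 further: signal counts dimethyl H3K9 product captured on neutravidin plate; 0% = median of DMSO wells and 100% = 0.3 times that DMSO median; strong numbers were not always called active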
# Target sequence (Q9H3R0 1-420 limits assumed): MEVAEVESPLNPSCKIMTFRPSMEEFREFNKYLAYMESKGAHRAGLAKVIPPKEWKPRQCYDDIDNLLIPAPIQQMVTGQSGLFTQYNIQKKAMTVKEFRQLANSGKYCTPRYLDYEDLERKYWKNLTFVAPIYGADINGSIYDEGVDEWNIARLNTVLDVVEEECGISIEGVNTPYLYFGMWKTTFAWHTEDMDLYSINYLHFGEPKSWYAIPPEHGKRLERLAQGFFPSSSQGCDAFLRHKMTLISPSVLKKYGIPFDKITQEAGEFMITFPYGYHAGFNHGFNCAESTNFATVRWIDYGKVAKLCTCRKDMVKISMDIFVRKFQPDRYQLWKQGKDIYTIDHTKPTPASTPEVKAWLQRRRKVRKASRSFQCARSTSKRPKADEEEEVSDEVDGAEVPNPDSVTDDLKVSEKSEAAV
# proCasp3 act = activators of human procaspase-3; AID 463141; recombinant procaspase-3 D3A, Ac-DEVD-pNA absorbance 405 nm; activation, % at 8.5 µM; P42574; actives 0.11% (n = 330,000);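 active means activation above the mean of all tested compounds plus 3 SD, cut at about 21% in these data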;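 further: 0% = DMSO alone and 100% = DMSO wells spiked with extra 5 µM PC-3 D3A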
#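 Test system: Procaspase-3 D3A mutant; medium: Zinc-free HEPES/NaCl buffer with 0.01% Triton X-100 at pH 7.4; reagent: DEVD-pNA substrate; doses: one concentration, 8.5 µM nominal, 0.8% DMSO; times: 1 h preincubation plus 2 h reaction at 25 °C; signal: Epi-absorbance at 405 nm of released p-nitroaniline, 0 and 120 min; replicates: singlicate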
# Fh CTSL1 inh = counter-screen for PFM18AAP inhibitors: inhibitors of F. hepatica cathepsin L1; recombinant F. hepatica cathepsin L1, Z-Leu-Arg-MCA fluorescence; inhibition, % at 5.96 µM; actives 0.49% (n = 300,000); AID 1906;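 active means inhibition above the mean of all tested compounds plus 3 SD, set per screening campaign, cut at about 17% in these data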;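 further: 0% = plate median of test compound wells and 100% = 1 µM Z-Phe-Ala-diazomethylketone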
# HCV core dimer = blocks dimerization of HCV core protein; actives 0.33% (n = 300,000); TR-FRET GST/Flag-core106 dimerization, 1536-well; AID 1899; inhibition, % at 5 µM;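 active means inhibition above the mean of all tested compounds plus 3 SD, set per screening campaign, cut at about 45% in these data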
#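 Assay system: Tagged HCV core106 pair (GST and Flag) | Buffer or medium: KF-containing HEPES buffer, pH 7.45, DTT, CHAPS, BSA | Also added: Eu donor and XL665 acceptor anti-tag antibodies | Dosing: One concentration, 5 µM, in 0.5% DMSO | Timing: 4 h at 22.5 °C | Technique: TR-FRET 671 and 617 nm emission | Repeats: Singlicate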
# PP1 inh = PP1-alpha (human) inhibition in PP5 counter-screen; actives 0.9% (n = 320,000); AID 2235; purified PP1alpha, OMFP fluorescence; inhibition, % at 6.7 µM; P62136;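 active means inhibition above the mean inhibition of all tested compounds plus 3 SD, computed separately for each screening campaign, cut at about 15% in these data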
# Target sequence (P62136 whole entry, looked up): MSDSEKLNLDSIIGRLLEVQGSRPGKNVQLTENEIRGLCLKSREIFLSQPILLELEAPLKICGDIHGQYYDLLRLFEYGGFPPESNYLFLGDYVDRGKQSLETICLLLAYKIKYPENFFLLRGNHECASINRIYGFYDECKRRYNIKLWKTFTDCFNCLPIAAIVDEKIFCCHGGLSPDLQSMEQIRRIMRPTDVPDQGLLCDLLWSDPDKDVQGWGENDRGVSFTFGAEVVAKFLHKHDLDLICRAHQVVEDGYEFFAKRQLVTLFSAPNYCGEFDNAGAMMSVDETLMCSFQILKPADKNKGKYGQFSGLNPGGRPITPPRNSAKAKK
# proCasp7 act = counter-screen: procaspase-7 (human) activation | P55210 | recombinant procaspase-7, Ac-DEVD-pNA absorbance 405 nm; D23A/D198A/D206A triple mutant, cannot self-cleave; scale: DMSO 0, 5 µM enzyme 100 | activation, % at 8.5 µM | actives 0.093% (n = 330,000) | AID 463210;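 active means percent activation above the screen-wide mean plus 3 SD, cut at about 25% in these data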
# Target sequence (P55210 whole entry D23A/D198A/D206A): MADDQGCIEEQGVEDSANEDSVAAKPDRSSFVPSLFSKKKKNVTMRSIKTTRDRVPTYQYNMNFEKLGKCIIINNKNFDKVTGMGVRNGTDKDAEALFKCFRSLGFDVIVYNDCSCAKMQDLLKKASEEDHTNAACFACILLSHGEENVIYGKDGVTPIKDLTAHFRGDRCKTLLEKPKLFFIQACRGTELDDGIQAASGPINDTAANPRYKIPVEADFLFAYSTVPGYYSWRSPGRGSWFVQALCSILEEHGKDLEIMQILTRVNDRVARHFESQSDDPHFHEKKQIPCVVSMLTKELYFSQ
#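 Assay system: Uncleavable procaspase-7 mutant enzyme; Input: 2 µM procaspase-7 mutant as dispensed; Also added: DEVD-pNA substrate; Medium: Zinc-free HEPES pH 7.4 with 300 mM NaCl, 0.01% Triton X-100; Timing: 1 h compound preincubation, 2 h substrate cleavage, 25 °C; Measured by: Epi-absorbance of released pNA at 405 nm, two timepoints.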
# Efflux pump inh = inhibitors of Candida antifungal efflux pumps expressed in yeast. inhibition, % at 10 µM. S. cerevisiae Candida pump triplex, Nile Red efflux. actives 0.44% (n = 330,000);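 active means plate passing quality check with inhibition over a set limit, or well fluorescence over plate mean plus 4 SD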;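 further: Nile Red retained in pooled yeast measured as flow cytometry median fluorescence; 0% = buffer negative control and 100% = Enniatin B positive control; higher means more Nile Red kept so more efflux inhibition; some compounds called inactive have numbers as strong as hits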
# * hit, by the source's call; / = not tested or not shown.
SMILES	PP5 inh	TPT1 inh	JMJD2C inh	proCasp3 act	Fh CTSL1 inh	HCV core dimer	PP1 inh	proCasp7 act	Efflux pump inh
Cc1cc(=O)[nH]c(SCC(=O)Nc2ccc3c(c2)OCCO3)n1	2.3	1	2	-2	-1	-1	-8	-4	0.0
Cc1ccccc1NC(=S)NCc1ccco1	-1.2	1	3	-96	-2	-3	-3	9	0.5
CN(C1CCCC1)C1CCN(C(=O)CNC(=O)/C=C/c2ccccc2)CC1	-2.9	0	147	-7	-2	1	-10	-2	-0.1
O=C(Nc1ccccc1C(=O)NCCCN1CCOCC1)c1cccc([N+](=O)[O-])c1	-8.5	0	-6	3	18*	-26	-2	0	-0.1
O=c1c(-c2ccc(Cl)cc2)coc2c(CN3CCCCC3)c(O)ccc12	0.2	1	-12	1	1	2	-4	14	0.1
CCN(CC)c1cc(Cl)nc(N)n1	-4.4	0	5	1	-1	-1	-3	9	0.0
CC(C)c1ccc2[nH]c(O)c(N=NC(=O)c3ccc(CSc4nncn4C)cc3)c2c1	-1.5	-1	-1	-4	-2	5	0	-6	-2.6
Cc1oc2ccc(O)cc2c1C(=O)c1ccccc1	1.7	-2	-21	13	3	3	4	-1	-0.1
Cc1ccc(C)c(SCC(=O)OCC(=O)NCCNC(=O)COC(=O)CSc2cc(C)ccc2C)c1	3.6	0	-6	3	-20	-2	0	0	0.0
O=C(c1ccccc1)N1N=C(c2cccs2)CC1c1ccccc1O (stereo not given)	-1.8	2	4	3	1	11	-4	-4	0.0
Nc1ccc(CCNc2ncnc3c2ncn3[C@@H]2O[C@H](CO)[C@@H](O)[C@H]2O)cc1	0.4	-1	-8	1	3	-1	-2	4	-0.1
O=C(CSC(=S)N1CCCCC1)Nc1ncc2c(n1)CC(c1ccco1)CC2=O (stereo not given)	-1.2	-6	11	4	-1	4	4	14	-0.1
CCc1nnc(NC(=O)Cc2ccc(OCc3c(C)noc3C)cc2)s1	-1.4	0	1	-3	2	17	-3	6	0.1
COc1cc(NC(=O)CCNC(=O)Cn2cnc3ccccc3c2=O)cc(OC)c1OC	2.8	3	-5	2	-2	-4	-4	1	0.1
Cc1cc(C(F)(F)F)nc(SCC(=O)Nc2cc(C)on2)n1	1.8	-1	-1	6	2	3	0	3	0.0
CC(=O)NC(Cc1ccc(F)cc1)C(=O)NC1CCN(C(=O)NCc2ccccc2)CC1 (stereo not given)	-0.4	2	19	3	-3	1	-2	9	0.0
Cc1ccc(S(=O)(=O)Nc2cccc(C(=O)NCCCN3CCCC3=O)c2)cc1F	-1.3	2	1	3	0	3	-6	-1	0.0
CCC(C)NC(=O)c1cn(-c2cccc(OC)c2)c(=O)c2ccccc12 (stereo not given)	-0.4	-2	-6	-1	-4	2	-5	0	-0.5
Cn1c(=O)c(=O)n(C)c2cc(S(=O)(=O)N3CCCC3C(=O)NCc3ccco3)ccc21 (stereo not given)	1.4	-2	-2	0	4	-4	-1	0	0.0
O=C(NNC(=O)c1ccc(SCC2CCCO2)c([N+](=O)[O-])c1)c1ccc(Cl)c([N+](=O)[O-])c1 (stereo not given)	2.4	0	34	5	7	8	5	-9	0.0
O=[N+]([O-])c1ncccc1OCc1ccc(Cl)c(Cl)c1	3.5	-3	-10	-7	6	-16	3	-5	0.6
COc1ccc(-c2c(-c3cc(OC)cc(OC)c3)sc3ccc(OC)cc23)cc1	/	/	-7	5	/	/	/	15	0.2
COc1ccc(CCC(=O)OCC(=O)Nc2ccccc2OC(F)F)cc1OC	-4.5	-7	-11	2	-8	1	-7	8	0.5
Cc1cc(C)nc(SCC(=O)Nc2ncc3c(n2)CC(C)(C)CC3=O)n1	-0.1	-6	-2	11	1	-1	-3	9	0.1
COc1ccc(OCc2cc(C(=O)N[C@H]3CCCCNC3=O)no2)c(Cl)c1	3.5	0	2	1	0	6	2	7	0.1
CSc1sc(C(=O)N(C)C)cc1S(=O)(=O)C(C)C	-0.1	-2	-3	0	2	-6	-5	6	-0.1
O=C(CCNS(=O)(=O)c1ccccc1F)N1CCN(C/C=C/c2ccccc2)CC1	-1.6	-1	7	9	2	1	1	0	-0.1
Cc1nc(NC(=O)/C=C/c2ccc(Cl)cc2Cl)sc1C(=O)N(C)C	-0.4	1	11	-4	-2	-8	-7	2	-0.1
COc1cccc(/C=N/NC(=O)c2ccc3nc[nH]c3c2)c1	1.6	1	10	3	0	-2	-2	6	0.0
COCc1cc(C)c2c(N)c(C#N)sc2n1	0.9	0	13	3	-3	-3	3	-23	-0.1
O=C(Nc1cccnc1)c1cccc(NC(=O)c2ccco2)c1	2.0	-7	-5	12	0	-2	-5	12	0.1
O=C(Nc1cc(S(=O)(=O)N2CCOCC2)ccc1N1CCCC1)C1CC1	-0.8	2	-8	7	-1	0	-4	-1	-0.2
CC(=O)OCC(=O)Nc1ccc([N+](=O)[O-])cc1Cl	1.1	1	-2	3	-7	6	-7	1	-0.1
CCc1cc(=O)oc2cc(OS(C)(=O)=O)ccc12	2.4	-1	4	-4	-2	7	-2	9	0.2
COC(=O)c1ccccc1NC(=O)C1CCCN(S(=O)(=O)c2ccc(OC)cc2)C1 (stereo not given)	2.5	-2	13	0	-1	14	2	8	0.4
COc1ccc(OC)c(C(=O)CC2OC(=O)c3ccccc32)c1 (stereo not given)	3.0	-9	13	-2	-1	8	0	3	0.1
O=C(O)c1cc(-c2ccc3c(c2)OCO3)nc2ccc(Br)cc12	2.9	-1	5	-2	0	31	-2	8	-0.2
N#CCCCCn1c(-c2cncs2)nc2ccccc21	-0.7	-5	-6	0	1	0	0	-2	0.0
CCOc1ccc(N2CC(NS(=O)(=O)c3cccs3)CC2=O)cc1 (stereo not given)	1.9	0	19	-2	1	-5	-4	2	0.2
Cc1cc(F)ccc1S(=O)(=O)Nc1c(C)n(C)n(-c2ccccc2)c1=O	-0.6	-3	-11	-2	5	-3	-2	7	0.0
Cc1[nH]n(-c2ccccc2)c(=O)c1/C=N/NC(=O)c1ccc(O)cc1O	-0.3	-2	23	-27	2	-20	0	-50	-0.1
O=C(CCn1cnc2ccccc2c1=O)Nc1cccc(Cl)c1	-1.0	-4	-3	1	1	-5	0	-7	0.0
CC(C)(O)/C=C1/Oc2ccccc2C1N1CCCCC1 (stereo not given)	0.8	-1	-4	0	2	4	-4	2	-0.1
O=C(CNC(=O)c1ccco1)OCC(=O)c1ccc(Cl)cc1	1.4	2	-21	8	-9	0	-2	6	0.0
Cc1nnc(N(C)C(=O)c2cnccn2)s1	-0.5	-2	-4	3	2	-2	-4	11	0.0
COc1cccc(C2C(C(=O)Nc3ccccc3)=C(C)N=c3s/c(=C/c4ccc(OCC(=O)O)cc4)c(=O)n32)c1 (stereo not given)	1.1	4	2	-8	9	6	12	-19	0.0
CN(C)c1cc[n+](CC(=O)c2ccc(Br)cc2)cc1	0.1	-1	3	2	-2	1	-2	7	0.0
COc1ccccc1N1CCN(c2ccc3ccccc3n2)CC1	2.4	2	-16	8	0	-3	2	-6	0.7
Cc1ccc(S(=O)(=O)N2CCOCC2)cc1NC(=O)CN1CCC(Cc2ccccc2)CC1	4.0	-3	-19	9	2	24	1	10	0.0
CCN(CCNC(=O)C1CCN(S(C)(=O)=O)CC1)c1ccccc1	0.1	-3	-2	1	-1	-3	-4	11	-0.1

# Single values from the list:
# In proCasp7 act, CN(C)c1cc[n+](CC(=O)c2ccc(Br)cc2)cc1 is listed with 7
# In Efflux pump inh, COc1ccccc1N1CCN(c2ccc3ccccc3n2)CC1 is listed with 0.7

# Further records.
SMILES	PP5 inh	TPT1 inh	JMJD2C inh	proCasp3 act	Fh CTSL1 inh	HCV core dimer	PP1 inh	proCasp7 act	Efflux pump inh
CC(=O)NC1C(O)OC(CO)C(O)C1O (stereo not given)	1.2	-1	19	6	-3	-1	-1	-2	-0.1
CCCCc1nc2cc(C(=O)N3CCN(c4nc(C)cnc4C)CC3)ccc2o1	-0.4	2	-3	5	6	7	-4	-2	0.0
CCC1(c2ccccc2)NC(=O)N(CC(=O)Nc2cc(Cl)ccc2N2CCN(C)CC2)C1=O (stereo not given)	0.9	/	-2	3	/	/	1	7	-0.2
C/C(=N\O)C(C)(C)Nc1ccccc1F	-3.8	2	-1	2	1	1	-3	8	0.1
O=C1CN(C(=O)c2ccco2)C(c2ccc(F)cc2)c2cc(Cl)ccc2N1 (stereo not given)	-0.4	-1	-2	1	4	4	1	-5	-0.1
CCN(CC)S(=O)(=O)c1cccc(C(=O)OCC(=O)NCc2ccccc2OC)c1	-0.8	-5	5	5	6	-1	-3	3	0.0
CCC(NC(C)C)C(O)c1ccc(O)c(O)c1 (stereo not given)	0.0	-2	7	-5	-3	7	4	-4	-0.1
CC(C)N1CCc2c(sc(NC(=O)c3ccc4ccccc4c3)c2C(N)=O)C1	3.2	96*	-8	5	3	3	2	-1	0.1
Cc1ccc2c(c1)COc1c3ccc(C(=O)N4CCCCC4)cc3nn1-2	1.8	-1	-2	4	0	8	1	-5	0.0
CCCCOc1ccccc1NC(=O)c1ccco1	1.8	-1	1	9	-4	-1	-1	5	0.0
Cc1cccc(OCC(=O)N/N=C/c2ccccc2C(=O)O)c1	-0.4	-2	1	-2	-2	0	-6	7	0.1
O=C(NNC(=O)c1cc(Br)ccc1Cl)c1csc(N2CCOCC2)n1	1.3	-3	10	-1	-1	-2	-1	6	-1.4
COc1ccc(Cc2noc(CN3CCN(Cc4cccc(Cl)c4)CC3)n2)cc1OC	4.9	-6	-1	2	1	8	3	-7	0.1
Cn1c(SCc2nc3ccccc3s2)nnc1-c1ccc2c(c1)OCO2	-0.8	1	50	-12	1	-1	-1	-5	0.8
Cc1nn(Cc2c(Cl)cccc2Cl)c(C)c1NC(=O)c1sc2ccccc2c1Cl	2.4	1	27	-4	-1	14	6	6	0.2
CCCOc1ccc(C2NC(=S)NC(c3ccccc3)=C2C(=O)Nc2ccc(C)cc2)cc1OC (stereo not given)	1.1	0	-12	-2	4	5	2	-19	0.0
COc1ccc(C2c3ccc(O)cc3Oc3ncn4nc(-c5ccccn5)nc4c32)cc1 (stereo not given)	-0.7	5	-15	-3	1	6	3	-10	0.2
CCN(CC(=O)N1CCN(C)CC1)S(=O)(=O)c1ccc(Cl)cc1	0.2	1	1	1	1	-10	2	2	-0.2

# Screens as filed in PubChem BioAssay.
